Assay outcomes: PubChem BioAssay, The Scripps Research Institute Molecular Screening Center
OXTR agonist – activates the human oxytocin receptor | P30559 | CHO-OTR cells, Fluo-8 calcium fluorescence; normalized: DMSO 0%, oxytocin 100% | activation, % at 3 µM | 320,000 tested, 0.32% active | AID 2435;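 active = activation above the mean of all tested compounds plus 3 SD, cutoff set per screening run, cut at about 20% in these data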;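 note: peak over basal fluorescence ratio from a 100 s FLIPR kinetic read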
Target sequence (P30559 whole entry, looked up): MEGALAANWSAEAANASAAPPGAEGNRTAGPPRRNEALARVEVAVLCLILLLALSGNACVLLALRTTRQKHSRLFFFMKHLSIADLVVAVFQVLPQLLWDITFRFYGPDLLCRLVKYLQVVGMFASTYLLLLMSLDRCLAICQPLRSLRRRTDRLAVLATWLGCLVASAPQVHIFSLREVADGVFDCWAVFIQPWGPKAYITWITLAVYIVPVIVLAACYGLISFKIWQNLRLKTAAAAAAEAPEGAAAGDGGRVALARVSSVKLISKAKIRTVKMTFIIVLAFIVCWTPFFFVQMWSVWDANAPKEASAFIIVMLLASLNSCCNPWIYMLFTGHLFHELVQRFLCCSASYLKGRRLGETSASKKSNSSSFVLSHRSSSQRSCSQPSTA
The depositor's hits bear a star; & = joins results of further samples. These rows are one share of the data; count on the stated rates, not on these rows.

SMILES	OXTR agonist
O=C(CN1CCN(c2ccc(F)cc2)CC1)Nc1ccccc1C(=O)NCCc1ccccc1	-1.4
O=C(N/N=C/c1ccc(O)c(O)c1)c1cccc(S(=O)(=O)N2CCCC2)c1	0.3
Cc1cc(Cl)ccc1OCC(=O)OCC(=O)c1c(N)n(C)c(=O)n(C)c1=O	6.4
CCc1cccc(NC(=O)CN(C)C2=NS(=O)(=O)c3ccccc32)c1	1.6
CCN(CC(=O)Nc1ccccc1C(F)(F)F)C(=O)c1cccc(S(=O)(=O)N2CCN(C)CC2)c1	0.3
CN(C)CCCN(C(=O)COc1ccc(Cl)cc1)c1nc2cc3c(cc2s1)OCCO3	6.8
Cc1c(C)n2c(SCC(=O)N3CC(C)OC(C)C3)nnc2[nH]c1=O (stereo not given)	0.8
CSc1ccccc1NC(=O)c1cnc2sc(C)cn2c1=O	-0.5
COc1ccc(NC(=O)C(C)(C)Oc2ccc(Cl)cc2)cn1	-2.4
Cc1nnc(SCC(=O)Nc2sccc2C(N)=O)s1	1.8
CCOc1ccccc1NC(=O)COc1coc(CN2CCc3ccccc3C2)cc1=O	-0.1
O=C(CCCN1CCC(O)(c2ccc(Br)cc2)CC1)c1ccc(F)cc1	10.4
CCC(CC)c1nnc(NC(=O)c2cc([N+](=O)[O-])ccc2N2CCOCC2)s1	2.0
CCNC(=O)C(=O)N1CCC2(CC1)OCCN2S(=O)(=O)c1ccc(C)cc1	0.8
Cc1ccc(C(=O)NC(C)C2CC3CCC2C3)cc1 (stereo not given)	-3.1
CC(=O)Oc1c(C)c(C)c2c(c1C)CCC(C)(CCCC(C)CCCC(C)CCCC(C)C)O2 (stereo not given)	0.8
O=C(Cn1cnc2c(OCc3ccccc3)ncnc21)NCCCn1ccnc1	-0.2
O=C(NCCc1ccccc1)c1ccc(NS(=O)(=O)c2ccc3[nH]c(=O)[nH]c3c2)cc1	1.0
CC1CCN(C(=O)COc2coc(CN3CCc4ccccc43)cc2=O)CC1	-0.1
Nc1ncnc2c1ncn2C1OC(C(=O)NC2CC2)C(O)C1O (stereo not given)	0.3
CCOC(=O)C1CCN(C(=O)COC(=O)c2cc([N+](=O)[O-])ccc2N2CCOCC2)CC1	-1.2
COc1ccc(-c2oc(=O)c3cc(OC)c(OC)cc3c2/C=C/c2cccc([N+](=O)[O-])c2)cc1	-0.8
O=C(CSc1nc(=O)n2ccccc2n1)Nc1ccc2c(c1)OCO2	1.2
Cc1cccc(C(C)C)c1NC(=O)C(C)OC(=O)Cn1cnc2c1c(=O)n(C)c(=O)n2C (stereo not given)	-0.1
c1ccc(C[C@H]2CN=C(Nc3ccccc3)N2CCC2CCCC2)cc1	10.4
SMILES	OXTR agonist
CC1(C)CC(NC(=O)c2ccc(Cl)c(S(=O)(=O)N(Cc3ccccc3)c3ccccc3)c2)CC(C)(C)N1	0.1
COc1cc(C(=O)Nc2ccc(C)c(S(=O)(=O)N(C)C)c2)ccc1OCC(=O)N1CCOCC1	-0.3
CCC1(C)NC(=O)N(CC(=O)NCC(=O)Nc2c(C)cc(C)cc2C)C1=O (stereo not given)	-0.2
Cc1cc(C)c(NC(=O)C2=COCCO2)c(C)c1	-0.5
Cc1cccc(Nc2nnc(SCC(=O)NCC3CCCO3)s2)c1 (stereo not given)	-0.3
O=S(=O)(Nc1cccc(-c2ccc(N3CCOCC3)nn2)c1)c1cc(Cl)ccc1Cl	1.0
Cc1ccsc1C(=O)Nc1ccccc1N1CCCC1	-2.7
Cn1c(-c2ncc(F)cc2F)cc2onc(-c3c(F)cccc3Cl)c2c1=O	3.0
Cc1ccc(C)c(SCC(=O)Nc2ccc(C)c(S(=O)(=O)N3CCOCC3)c2)c1	0.6
O=C(COC(=O)c1nc(Cl)ccc1Cl)NCc1ccc(Cl)cc1	-1.7
Cc1cc(NC(=O)COC(=O)/C=C/c2ccc(C)o2)no1	2.3
CCN(c1ccccc1)S(=O)(=O)c1ccc(C(=O)NCC2(N(C)C)CCCCC2)cc1	5.2
COc1ccc(OC)c2sc(N3CCN(C(=O)c4ccc5ncsc5c4)CC3)nc12	-0.1
CCCCCOc1ccc(/C=N/NC(=O)c2nnn(-c3nonc3N)c2CN2CCCCCC2)cc1	-0.1
Cc1nn(CC(=O)Nc2cc(S(=O)(=O)N3CCOCC3)ccc2Cl)c(C)c1[N+](=O)[O-]	1.6
Cc1cc(Cl)cc(C)c1OCC(=O)N1CCN(c2ncccn2)CC1	-0.1
Cc1cccc(C(=O)OC(C)C(=O)NC2CCCc3ccccc32)c1O (stereo not given)	-1.3
O=C(CNS(=O)(=O)c1c(F)cc(F)cc1Br)OCC(=O)N1CCCC1=O	0.3
CC1(c2cccc(Br)c2)NC(=O)N(CC(=O)N2CCc3ccccc32)C1=O (stereo not given)	5.0
Cc1cc(C)nc(NC(=S)NC(=O)c2ccccc2F)n1	-2.7
CC(Oc1ccc(F)cc1)C(=O)Nc1cc(S(=O)(=O)N2CCOCC2)ccc1N1CCCCC1 (stereo not given)	-0.1
COc1ccc(CNC(=O)COC(=O)CCn2c(C)csc2=O)cc1OC	0.0
Cc1ccc(C)c(S(=O)(=O)N2CCCCC2CCNC(=O)C(=O)NC2CCCC2)c1 (stereo not given)	-2.0
Cc1csc(=O)n1CCC(=O)OCC(=O)c1c(N)n(CC(C)C)c(=O)n(C)c1=O	6.7
O=C(c1ccc(-c2ccc([N+](=O)[O-])cc2)o1)N1CCN(S(=O)(=O)c2cccs2)CC1	3.4
SMILES	OXTR agonist
CC1(C)CC2CC(C)(CN2S(=O)(=O)c2ccc(F)cc2F)C1 (stereo not given)	-2.3
O=C(NOCc1ccccc1)c1ccc(Cl)cc1Cl	0.1
CCOc1ccc(C(=O)O[C@H]2[C@H](Cc3ccccc3)NS(=O)(=O)[C@H]3C[C@@H]4C=C[C@]23O4)cc1	-0.5
COc1ccc(CCNC(=O)c2ccc(NS(=O)(=O)c3ccc4[nH]c(=O)[nH]c4c3)cc2)cc1	-0.8
CCN(CC(=O)Nc1c(F)cccc1F)C(=O)CNC(=O)c1ccc(Br)o1	-0.2
O=C(CCCOC(=O)c1ccc(O)cc1)c1ccccc1	3.8
COc1cc(/C=C/C(=O)O)cc(S(=O)(=O)NNC(=O)c2cc(C)oc2C)c1OC	1.1
Cc1ccc(S(=O)(=O)N2CCOCC2)cc1NC(=O)COC(=O)Cc1ccc(Cl)cc1	5.0
C=CC[C@@H](CC(=O)NCCO)C(=O)NC[C@@H](OC(=O)[C@H](CC=C)CC(=O)OC(C)(C)C)c1ccccc1	0.5
CC(O)CO (stereo not given)	1.0
O=C(COC(=O)Cc1c(F)cccc1Cl)NNC(=O)c1ccccc1	2.1
O=C(Nc1cccc(S(=O)(=O)N2CCCCCC2)c1)C1CCN(C(=O)c2ccc(F)cc2)CC1	2.3
CCN(c1ccccc1)S(=O)(=O)c1ccc(C(=O)Nc2ncccc2C)cc1	0.4
Cc1cc(S(=O)(=O)NCCC2=CCCCC2)ccc1Br	0.1
c1ccc(CCc2cc3ccccc3[nH]2)cc1	-0.9
C=CCOc1ccc(CN(C)C(=O)c2ccc(CNS(=O)(=O)c3ccc(C)c(C)c3)cc2)cc1	2.5
Cc1ccc(S(=O)(=O)N2CCC(C(=O)OCc3ccccc3)CC2)cc1C	-0.8
Cc1ccc(C)c(S(=O)(=O)N2CCCC2CNC(=O)C(=O)NC2CCCCCC2)c1 (stereo not given)	-2.7
COc1cccc(/C=C/C(=O)OCC(=O)c2c(N)n(C)c(=O)n(C)c2=O)c1	8.1
COc1ccc2nc(NC(=O)CSCC(=O)Nc3cc(C)on3)sc2c1	-0.9
COc1ccc(/[N+]([O-])=C/c2ccco2)cc1	0.9
COc1ccccc1NC(=O)COC(=O)C1CC2CCCC(C1)C2=O (stereo not given)	0.6
Cc1nc(C)c(C(=O)OCC(=O)NCc2ccccc2)s1	1.4
O=c1ccc(S(=O)(=O)N2CCCC2)cn1Cc1ccc(F)cc1	-0.5
O=c1c(O)c(-c2ccccc2)oc2cc(O)cc(O)c12	5.0
SMILES	OXTR agonist
CCOC(=O)[C@H]1[C@H]2COc3ccccc3[C@@H]2N2C(=O)CN(Cc3ccc(C)cc3)C(=O)[C@@]12C	0.7
CCN(C[C@H]1N[C@@](CC)(C(=O)OC)[C@H]2C(=O)N(C)C(=O)[C@@H]12)C(=O)COC	0.5
COc1ccc(S(=O)(=O)N(C)C[C@H]2Oc3ccc(NC(=O)NC(C)C)cc3C(=O)N([C@H](C)CO)C[C@@H]2C)cc1	0.0
OC[C@H]1O[C@@H](O[C@@H]2[C@@H](CO)O[C@@](O)(CO)[C@H]2O)[C@H](O)[C@@H](O)[C@H]1O	0.2
COc1ccc(NC(=O)CSCC(=O)Nc2cc(Cl)ccc2N2CCOCC2)cc1	-1.8
COc1ccc2oc(C(=O)N3CCN(C/C=C/c4ccccc4)CC3)c(C)c2c1	3.1
O=C(O)c1ccccc1	0.9
Cc1ccc(Cc2nnc(SCC(=O)Nc3ccccc3)[nH]c2=O)cc1	0.1
O=C(NCCS(=O)(=O)N1CCCCC1)c1ccc2c(c1)OCO2	-0.6
CC(C)(O)c1cc2ccc(C#Cc3ccsc3)cc2c(=O)o1	1.9
O=C(COC(=O)c1ccccn1)NCc1cccs1	0.6
O=C(COC(=O)CNC(=O)c1ccccc1)NCc1ccc2c(c1)OCO2	-1.2
O=C(c1ccc(F)cc1)N1CCC(C(=O)N(Cc2ccccc2)c2ccccc2)CC1	0.0
Cc1ccc(NC(=O)Cn2cnc3c(OCc4ccccc4)ncnc32)cc1C	-1.2
O=C(Cc1ccsc1)NCC(=O)Nc1ccccc1Br	0.3
CCCN(CC(=O)Nc1ccccc1OC)C(=O)CC1CCCC1	-2.1
COc1ccc([C@H]2CC(=O)C=C(c3ccc(F)cc3OCc3ccccc3)C2)cc1OC	1.3
Cc1ccc(F)cc1NC(=O)CN1C(=O)NC(C)(c2ccc3c(c2)OCCO3)C1=O (stereo not given)	7.5
CCOc1ccc(NC(=O)CN(C)C(=O)CCNC(=O)c2ccccc2Cl)cc1OCC	0.1
CCC1(c2ccccc2)NC(=O)N(CC(=O)NC2(C#N)CCCCC2)C1=O (stereo not given)	-0.9
Cc1cc(=O)oc2cc(OCC(=O)N3CCOCC3)c(Cl)cc12	2.0
Cc1ccccc1SCC(=O)OCC(=O)N1CC(=O)Nc2ccccc21	1.1
NC(=O)NO	1.0
CSCCC(NC(=O)c1ccco1)C(=O)NCC(C)(C)N1CCOCC1 (stereo not given)	-0.4
COc1ccccc1CNC(=O)COC(=O)COc1ccccc1Cc1ccccc1	0.5
SMILES	OXTR agonist
C#CCCc1ccccc1/C=[N+](/C)[O-]	0.7
O=C(/C=C/c1ccc(O)c(O)c1)O[C@@H]1C[C@](O)(C(=O)O)C[C@@H](O)[C@H]1O	0.4&-0.2
CCN(CC)CCn1c2c(c(SCC(=O)Nc3nc(C)cs3)nc1=O)CCCC2	-0.1
CCOc1ccc(S(=O)(=O)NCCC(=O)NCC(c2ccc(OC)cc2)N2CCCCC2)cc1 (stereo not given)	-1.6
CC1CCCCC1NC(=O)NC(=O)COC(=O)C1=NN(c2ccccc2)C(=O)CC1 (stereo not given)	3.5
CCCCn1c(N)c(N(CCOC)C(=O)c2ccc(S(=O)(=O)N3CCC(C)CC3)cc2)c(=O)[nH]c1=O	0.1
O=C(c1cc(Cl)nc2ccccc12)N1CCN(Cc2ccc3c(c2)OCO3)CC1	-0.1
COc1cccc(NC(=S)NC(=O)c2cncc(Br)c2)c1	-1.8
COC(=O)[C@]1(Cc2ccccc2)N[C@H](CN(C)S(=O)(=O)c2ccc(-c3ccccc3)cc2)[C@@H]2C(=O)N(Cc3ccccc3)C(=O)[C@@H]21	4.3
O=C(c1cccc(S(=O)(=O)N2CCN(c3ccccc3)CC2)c1)N1CCN(c2ccccc2O)CC1	0.7
CCOC(=O)NC(=O)CSc1ccc(S(=O)(=O)N(C)C2CCCCC2)cn1	-2.2
CCOC(=O)c1cc(-c2ccccc2)nn1Cc1cc(C)no1	-2.1
O=C(NCc1ccccc1)C1(CC2CC(c3ccccc3)=NO2)CCNCC1 (stereo not given)	-0.3
COc1ccc(S(=O)(=O)N2CCOCC2)cc1NC(=O)Cc1cccs1	0.8
CC(C)c1cccc(C2=CC(=O)C[C@H](c3ccc4c(c3)OCO4)C2)c1	4.6
Cc1ccccc1-n1c(SCC(=O)c2c(N)n(C3CC3)c(=O)[nH]c2=O)nnc1N1CCOCC1	1.0
COc1ccc(C(=O)Nc2ccc(N3CCCCCC3)cc2)cc1S(=O)(=O)N1CCOCC1	6.3
N#Cc1ccc(OCC(=O)N2CCCC2=O)cc1	1.9
C[C@@H]1CN([C@H](C)CO)C(=O)Cc2cc(NC(=O)Cn3cnnn3)ccc2O[C@@H]1CN(C)Cc1ccc(Cl)c(Cl)c1	-0.1

Of the compounds above, these contain a cyano group:
SMILES	OXTR agonist
CCC1(c2ccccc2)NC(=O)N(CC(=O)NC2(C#N)CCCCC2)C1=O (stereo not given)	-0.9
N#Cc1ccc(OCC(=O)N2CCCC2=O)cc1	1.9

Among those listed so far, eleven contain an aryl thioether with sulfur outside any ring.
SMILES	OXTR agonist
Cc1c(C)n2c(SCC(=O)N3CC(C)OC(C)C3)nnc2[nH]c1=O (stereo not given)	0.8
CSc1ccccc1NC(=O)c1cnc2sc(C)cn2c1=O	-0.5
Cc1nnc(SCC(=O)Nc2sccc2C(N)=O)s1	1.8
O=C(CSc1nc(=O)n2ccccc2n1)Nc1ccc2c(c1)OCO2	1.2
Cc1cccc(Nc2nnc(SCC(=O)NCC3CCCO3)s2)c1 (stereo not given)	-0.3
Cc1ccc(C)c(SCC(=O)Nc2ccc(C)c(S(=O)(=O)N3CCOCC3)c2)c1	0.6
Cc1ccc(Cc2nnc(SCC(=O)Nc3ccccc3)[nH]c2=O)cc1	0.1
Cc1ccccc1SCC(=O)OCC(=O)N1CC(=O)Nc2ccccc21	1.1
CCN(CC)CCn1c2c(c(SCC(=O)Nc3nc(C)cs3)nc1=O)CCCC2	-0.1
CCOC(=O)NC(=O)CSc1ccc(S(=O)(=O)N(C)C2CCCCC2)cn1	-2.2
Cc1ccccc1-n1c(SCC(=O)c2c(N)n(C3CC3)c(=O)[nH]c2=O)nnc1N1CCOCC1	1.0
